Epigenetic derep = Quantitative High-Throughput Screen for Regulators of Epigenetic Control | murine LDR cells, GFP reporter derepression, 30 h | Potency, µM (top dose mostly 53.9 µM), without a hit: at the highest dose GFP activation, usual class: activators | 280,000 tested, 0.2% active; active = well fitted activation curve with a large enough effect; inconclusive = small, poorly fitted or top-dose-only effect; also: % of control where 0% means no effect; nearly all actives have a fitted effect of over 60% in size
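In this reporter-derepression format, murine cells bearing a silenced integrated CMV-GFP locus incubate with test compound (30 h, 37 C), then are washed and imaged; fluorescent objects of 20–120 um count as induced cells.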
Active calls of the source: *; ? = inconclusive. Potency is read from the fitted curve at half-maximal effect. A portion of the library, so the mix of outcomes need not match the whole.

SMILES	Epigenetic derep
Cc1cc(C)cc(NC(=O)c2cc(S(=O)(=O)NCCC3=CCCCC3)ccc2F)c1	1.3%
CCOc1ccc(-c2csc(-c3c(N)c(C(=O)c4ccc5c(c4)OCO5)n4ccccc34)n2)cc1	-4.3%
O=C(O)COc1ccccc1C1Nc2ccccc2-c2nnc(SCc3ccc(Cl)cc3)nc2O1 (centres undefined)	-0.9%
CCOc1ccccc1NC(=O)Cn1cnc2onc(-c3ccc(F)cc3)c2c1=O	-0.4%
CCOC(=O)C(CC)N1CCN(Cc2ccc(F)cc2)C(=O)C1=O (centres undefined)	-0.1%
COc1ccc(-c2nc3scc(CCNS(=O)(=O)c4ccc(Oc5ccccc5)cc4)n3n2)cc1OC	2.5%
CC(C)c1ccc(OCC(=O)Nc2cc(-c3ccccc3)no2)cc1	-0.8%
COc1ccc(-c2nn(-c3ccccc3)cc2C(=O)Nc2ccccc2OC)cc1	0.9%
CCCN1C(=O)C2(c3ccccc31)c1c(oc3ccc(C)cc3c1=O)C(=O)N2CCOC (centres undefined)	-1.9%
COc1ccc(-c2ccc(CCC(=O)O)n2CC(=O)Nc2cccc(C(F)(F)F)c2)cc1	-1.9%
CCOC(=O)N1CCC(NC(=O)c2ccc3c(c2)N(Cc2ccc(F)cc2)C(=O)c2ccccc2S3(=O)=O)CC1	-1.1%
Cc1ccc(C(=O)c2oc3ccccc3c2NC(=O)c2nc(S(C)(=O)=O)ncc2Cl)cc1F	?
CCc1ccc(C2=C(C)C(N3CCC(C(=O)NCc4ccc(C)o4)CC3)=NS2(=O)=O)cc1	4.0%
O=C(CSc1nc(-c2ccc(F)cc2)[nH]c1-c1ccccc1)NCC1CCCO1 (centres undefined)	4.1%
Cc1c(-c2cccc(NC(=O)c3ccc(F)c(F)c3)c2)nc2ncccn12	2.5%
CC(C)Oc1ccc(CNC(=O)CN2C(=O)c3cccnc3Oc3ccc(Cl)cc32)cc1	-1.2%
CCOC(=O)c1noc2ncn(Cc3ccc([N+](=O)[O-])cc3)c(=O)c12	5.1%
CCOc1ccc(C(=O)Nc2cc3c(cc2N2CCCC2)n(C)c(=O)c(=O)n3C)cc1OCC	0.0%
COc1ccccc1N1CCN(C(=O)c2cc3c(=O)oc4ccccc4c3s2)CC1	2.4%
COc1cccc(-c2cc(C(F)(F)F)nc(NCCc3ccc(OC)c(OC)c3)n2)c1	0.3%

Taken from above:
Epigenetic derep with `COc1cccc(-c2cc(C(F)(F)F)nc(NCCc3ccc(OC)c(OC)c3)n2)c1` stands at 0.3%
Epigenetic derep with `CCc1ccc(C2=C(C)C(N3CCC(C(=O)NCc4ccc(C)o4)CC3)=NS2(=O)=O)cc1` stands at 4.0%

Next entries follow.
SMILES	Epigenetic derep
O=C(COCc1cc(-c2ccc(F)cc2)on1)Nc1cc(Cl)cc(Cl)c1	0.0%
O=C(Nc1ccc2nc(SCc3ccccc3)sc2c1)c1cccc(F)c1	-2.4%
COC(=O)c1cc2oc(C)cc2n1Cc1cccc(Cl)c1	0.8%
Cc1ccc(C(=O)Nc2ccc3oc(-c4ccccc4C)nc3c2)cc1	0.0%
COc1ccc(C(=O)NCc2ccc3c(c2)CCN3C(=O)c2cccc(C)c2)cc1OC	-1.3%
CCOC(=O)C1CCN(c2ncnc3c2c(-c2ccccc2)cn3-c2cccc(C)c2)CC1	0.8%
CC(=O)C1=C(c2ccc(Cl)c(Cl)c2)N(C(C)=O)n2c(nnc2C2CCCCC2)S1	5.4%
Cc1ccc(Cl)cc1NC(=O)c1oc2c(c1C)-c1[nH]ncc1CC2	-3.2%
COc1cc2nc(NCc3ccc(C)cc3)n3nc(-c4ccccc4)nc3c2cc1OC	2.2%
COc1ccc(-n2nnc(-c3nc(-c4ccc5c(c4)OCO5)no3)c2C)cc1Cl	-4.3%
CCc1ccc2occ(CC(=O)Nc3ccc(OC)c(Cl)c3)c2c1	4.4%
CCCC(=O)N1CCc2cc(OC)c(OC)cc2C1COc1ccc(C(=O)OC)cc1 (centres undefined)	2.4%
COc1ccc(N2CCN(C(=O)Cc3c(C(=O)O)c(C)cn3C)CC2)cc1	-1.3%
COc1ccc(OC)c(NC(=O)c2sc3nc4c(cc3c2N)CCCCCC4)c1	-2.0%
COc1cccc(CNC(=O)C(=O)Nc2ccc3nc4n(c(=O)c3c2)CCCCC4)c1	0.2%
COC(=O)c1cc2sccc2n1Cc1c(C)cc(C)cc1C	1.4%
Cc1ccc(NC(=O)CSc2nc(-c3cccs3)cc(C(F)(F)F)n2)cc1C	1.9%
Cc1cccc(N(C)c2nc3ccc(C)cc3n3nnnc23)c1	8.3%
COc1ccc(CNC(=O)C(=O)Nc2cccc(C)c2C)cc1	2.2%
O=S(=O)(NCc1nc2cccnc2n1Cc1ccc(F)cc1)c1ccc2c(c1)CCCC2	0.8%
Cc1ccc2c(CNCc3ccc(C)o3)c(C(=O)O)n(Cc3ccc(F)cc3)c2c1	1.0%
Cc1ccc(Cl)cc1N1CCN(C(=O)c2ccc3c(c2)CCN3S(=O)(=O)c2ccccc2)CC1	-0.9%
Cc1ccccc1OCC(=O)Nc1ccc(S(=O)(=O)Nc2ncccn2)cc1	-0.8%
Cc1ccn2c(Nc3ccc4c(c3)OCCO4)c(-c3ccc(C)o3)nc2c1	-1.8%
O=C(NCc1ccccc1Cl)c1cc2c(s1)-c1ccccc1SC2	0.0%
COc1ccc(OCC(=O)NCC(c2ccc(OC)cc2)N2CCOCC2)cc1 (centres undefined)	-3.2%
COc1ccc(C(=O)N2CCC(c3nc(-c4ccc(S(=O)(=O)N5CCCC5)cc4)no3)CC2)cc1	-2.5%
CCc1ccc(OCC(=O)Nc2ccc3c(c2)c2ccccc2n3CC)cc1	-1.0%
COc1ccc(NC(=O)C2=C(C)Nc3ncnn3C2c2ccc(O)cc2)cc1 (centres undefined)	0.8%
COc1ccc(C)cc1N(C)C(=O)CCc1nc(-c2ccccc2F)no1	1.7%
CC(=O)c1ccc(N2CCN(c3ncnc4c3c(-c3ccccc3)cn4-c3cccc(C)c3)CC2)cc1	5.2%
O=c1oc2c(CN3CCOCC3)c(O)ccc2cc1-c1ccc(Cl)cc1	-1.1%
Cc1ccc(-c2nc(SCC(=O)Nc3cc(C)on3)c3c(=O)n(C)c(=O)n(C)c3n2)cc1	?
COc1ccc(-c2nc3c4ccccc4n(CC(=O)Nc4ccc(C(C)=O)cc4)c(=O)n3n2)cc1	15%
Cc1ccccc1-c1nc(SCC(=O)N(C)c2ccccc2)c2c(=O)n(C)c(=O)n(C)c2n1	1.4%
CCOc1ccc(NC(=O)Cn2c(=O)n(CC3CCC(C(=O)NCCc4ccccc4)CC3)c(=O)c3ccccc32)cc1 (centres undefined)	4.2%
Cc1ccc(S(=O)(=O)Nc2nc3n(n2)C(c2ccccc2Cl)C=C(c2ccccc2)N3)cc1 (centres undefined)	5.8%
CC(=O)Nc1ccc(S(=O)(=O)NC2(C(F)(F)F)C(=O)Nc3c2c(=O)[nH]c(=O)n3-c2cccc(Cl)c2)cc1 (centres undefined)	-0.2%
CCCCC(Sc1nc2cc3c(cc2c(=O)n1CCCC(=O)NCc1ccc2c(c1)OCO2)OCO3)C(=O)OCC (centres undefined)	0.0%
COc1cc(Cl)c(C)cc1NC(=O)CNC(=O)Cn1ccc2ccccc2c1=O	2.4%
COC(=O)C(NC(=O)CC(C)C)(Nc1nc2c(s1)CCCC2)C(F)(F)F (centres undefined)	-1.1%
CCc1nc(Nc2ccc(F)c(Cl)c2)c2c3c(sc2n1)CCCC3	-0.6%
O=C(CN1C(=O)C2(SCC(=O)N2c2ccccc2)c2ccccc21)Nc1ccccc1C(F)(F)F (centres undefined)	-1.6%
Cc1ccc(NCc2cccn2-c2nnc(N3CCCCCC3)s2)cc1	-1.3%
O=C(c1ccc2c(c1)N(Cc1cccc(Cl)c1)C(=O)c1ccccc1S2=O)N1CCC(Cc2ccccc2)CC1 (centres undefined)	-1.1%
COc1ccc(Cl)cc1NC(=O)c1c(NCc2cccs2)sc2c1CCC(C)C2 (centres undefined)	1.1%
Cc1ccc(O)c(-c2n[nH]c3c2C(c2ccc(F)cc2)N(Cc2ccco2)C3=O)c1 (centres undefined)	-0.8%
Cc1cccc(-c2nc(CCNC(=O)Cc3ccc(F)cc3)cs2)c1	0.0%
Cc1ccc(C)c(N(C)C(=O)C2CCN(S(=O)(=O)c3cccc4nsnc34)CC2)c1	-1.4%
Cc1cccc(N2CCN(c3ncnc4onc(C)c34)CC2C)c1 (centres undefined)	-0.4%
(cont.)
SMILES	Epigenetic derep
CC(=O)c1nnn(-c2ccc(C)cc2Cl)c1C	?
CCC(=O)OCc1cnc(C)c2oc(=O)c(C(=O)Nc3ccc(CC)cc3)cc12	15%
Cc1ccc(NC(=O)Cn2nc(Cc3ccncc3)c3ccccc3c2=O)c(Cl)c1	0.4%
CCCS(=O)(=O)N1CC(=O)N(c2ccccc2F)C(C)(C(=O)NC2CCCCCC2)C1 (centres undefined)	-1.2%
Cc1cccc(N2CCN(C(=O)C3CCN(C(=O)c4cc5sccc5n4C)CC3)CC2C)c1 (centres undefined)	1.1%
CCOc1ccc(CNC(=O)CCCn2nc(C)c3sc4ccccc4c3c2=O)cc1	-0.4%
COc1ccc(-n2c(SCC(=O)N3CCc4ccccc43)nc3c([nH]c4ccccc43)c2=O)cc1	0.0%
Cc1cccc(-n2c(N)cc(=O)nc2SCC(=O)Nc2ccc(F)cc2)c1C	0.0%
NC(=O)Cn1c(=O)n(-c2ccc(F)c(Cl)c2)c(=O)c2sc3ccccc3c21	-3.4%
Cc1ccccc1CNC(=O)Cn1ccc2cc(S(=O)(=O)N3CCCCC3)ccc21	-0.8%
CCc1nn2c(=O)cc(COC(=O)COc3ccc(OC)cc3)nc2s1	1.1%
Cc1ccc2sc(N(Cc3cccnc3)C(=O)CCS(=O)(=O)c3ccccc3)nc2c1C	2.4%
CCCCn1c(=N)c(C(=O)NC2CCCCC2)cc2c(=O)n3cccc(C)c3nc21	-1.0%
Cc1ccc(CCNC(=O)CN2C(=O)COc3ccc(S(=O)(=O)N4CCCCC4)cc32)cc1	-1.6%
CC(=O)Nc1ccc(NC(=O)CC2Sc3ccccc3NC2=O)cc1 (centres undefined)	1.4%
COc1cccc(NC(=O)C2CCCN(c3ncnc4onc(C)c34)C2)c1 (centres undefined)	0.8%
CC1CN(C(=O)N2CCC(C(=O)NCc3ccccc3F)CC2)c2cc(Cl)ccc2O1 (centres undefined)	1.4%
CC1CCCCN1CCCNC(=O)Cn1ncc2c3ccccc3n(C)c2c1=O (centres undefined)	-1.6%
O=C(Cn1c(-c2cccs2)cc2cc(Cl)ccc21)N1CCN(c2ccccc2F)CC1	-0.4%
COc1ccc(C(=O)NCC(c2ccc(N(C)C)cc2)N2CCc3ccccc32)cc1OC (centres undefined)	-1.4%
O=C(NCc1ccc(Cl)cc1)C1CCN(c2ncnc3c2nc2n3CCCCC2)CC1	-1.2%
Cc1ccc2onc(CNC(=O)Nc3ccccc3C#N)c2c1	6.9%
COC(=O)c1c(NC(=O)CS(=O)(=O)c2ccc(C)cc2)sc2c1CCCCC2	1.4%
COc1ccc(-c2nc3ccccc3o2)cc1NC(=O)c1ccc(OCC(C)C)cc1	?
O=C(C1CC1)N1CCc2cc(Br)cc(S(=O)(=O)N3CCN(c4ccccc4F)CC3)c21	-1.1%
Cc1cc(C)c(NC(=O)c2cc3sc(Cl)cc3n2C)c(C)c1	1.4%
Cc1c(Cl)cccc1NC(=O)CCS(=O)(=O)c1ccc2c(c1)oc(=O)n2C	-1.3%
CC(C)OC(=O)c1ccc(NC(=O)CSc2nc(-c3cccs3)cc(C(F)(F)F)n2)cc1	2.0%
Cc1noc(C)c1S(=O)(=O)N(CC(=O)NCCc1ccccc1)c1ccc(C(C)C)cc1	3.2%
COc1ccc2c(CNCCc3ccco3)c(C(=O)O)n(Cc3ccc(F)cc3)c2c1	-2.1%

In another format: 13 of the compounds above
canonical_smiles,Epigenetic derep
CC(=O)Nc1ccc(NC(=O)CC2Sc3ccccc3NC2=O)cc1 (centres undefined),1.4%
COc1cccc(NC(=O)C2CCCN(c3ncnc4onc(C)c34)C2)c1 (centres undefined),0.8%
CC1CN(C(=O)N2CCC(C(=O)NCc3ccccc3F)CC2)c2cc(Cl)ccc2O1 (centres undefined),1.4%
CC1CCCCN1CCCNC(=O)Cn1ncc2c3ccccc3n(C)c2c1=O (centres undefined),-1.6%
O=C(Cn1c(-c2cccs2)cc2cc(Cl)ccc21)N1CCN(c2ccccc2F)CC1,-0.4%
COc1ccc(C(=O)NCC(c2ccc(N(C)C)cc2)N2CCc3ccccc32)cc1OC (centres undefined),-1.4%
O=C(NCc1ccc(Cl)cc1)C1CCN(c2ncnc3c2nc2n3CCCCC2)CC1,-1.2%
Cc1ccc2onc(CNC(=O)Nc3ccccc3C#N)c2c1,6.9%
COC(=O)c1c(NC(=O)CS(=O)(=O)c2ccc(C)cc2)sc2c1CCCCC2,1.4%
COc1ccc(-c2nc3ccccc3o2)cc1NC(=O)c1ccc(OCC(C)C)cc1,?
O=C(C1CC1)N1CCc2cc(Br)cc(S(=O)(=O)N3CCN(c4ccccc4F)CC3)c21,-1.1%
Cc1cc(C)c(NC(=O)c2cc3sc(Cl)cc3n2C)c(C)c1,1.4%
Cc1c(Cl)cccc1NC(=O)CCS(=O)(=O)c1ccc2c(c1)oc(=O)n2C,-1.3%

(cont.)
SMILES	Epigenetic derep
COc1ccc(OC)c(S(=O)(=O)N2Cc3ccccc3CC2C(=O)Nc2ccc(C)cc2C)c1 (centres undefined)	0.0%
O=C(Nc1ccc(F)cc1)c1ccc2c(c1)NC(=O)c1ccccc1S2	2.2%
CCOC(=O)c1cnc2ccc(Br)cc2c1NCCN1CCOCC1	0.6%
Cc1ccccc1-c1noc(-c2ccc(N3CCOCC3)c([N+](=O)[O-])c2)n1	-3.0%
Cc1ccc(-n2nc(C(=O)Nc3cccc(C#N)c3)c3c4ccccc4n(C)c3c2=O)cc1	-3.8%
O=C(NCc1ccccc1Cl)NCc1noc2ccccc12	-4.0%

Screening results from PubChem BioAssay.
